Bioassay records (PubChem BioAssay)
S1P4 ag = agonists of human S1P4 receptor. O95977. S1P4-expressing cell line, agonist reporter assay. activation, % at 4.98 µM. 220,000 tested, 0.35% active; in the data active = activation above about 11%;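 also: 0% = DMSO vehicle and 100% = reference agonist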
Target sequence (O95977 whole entry, looked up): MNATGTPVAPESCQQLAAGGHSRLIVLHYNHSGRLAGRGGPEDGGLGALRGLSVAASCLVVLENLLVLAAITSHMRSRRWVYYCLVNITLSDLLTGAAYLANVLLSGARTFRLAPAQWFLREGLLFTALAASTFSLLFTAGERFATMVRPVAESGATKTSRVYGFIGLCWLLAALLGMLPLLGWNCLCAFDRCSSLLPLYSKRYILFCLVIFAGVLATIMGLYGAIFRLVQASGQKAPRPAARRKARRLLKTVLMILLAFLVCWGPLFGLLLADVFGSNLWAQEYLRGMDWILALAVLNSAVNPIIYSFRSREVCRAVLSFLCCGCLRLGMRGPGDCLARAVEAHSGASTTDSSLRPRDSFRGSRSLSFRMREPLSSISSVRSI
BaF3 tox = parental Ba/F3 viability inhibition as JAK2V617F counter-screen. CellTiter-Glo ATP luminescence. inhibition, % at 5.6 µM. 220,000 tested, 1.1% active. AID 1486;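 active = inhibition above a per-campaign cutoff, the mean inhibition of all tested compounds plus 3 SD, cut at about 27% in these data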;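 also: 0% = DMSO wells and 100% = JAK Inhibitor I control wells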
CHOP inh = CHOP inhibition in unfolded protein response; 220,000 tested, 3.8% active; inhibition, % at 10 µM; CHO-K1 CHOP-promoter luciferase, tunicamycin-induced, 15-18 h;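 active = compounds that reduced the stress-induced luciferase reporter signal by more than about 70% of percent inhibition, limit read from the data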;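 also: 0% = tunicamycin plus vehicle and 100% = wells without tunicamycin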
NPY1 pot ag = human NPY-Y1 potentiation or agonism, primary screen; P25929; NPY-Y1 expressing cells, potentiator/agonist activation; activation, % at 3.6 µM; 220,000 tested, 0.37% active; AID 1304; in the data active = activation above about 33%, passing the limit was not always enough;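 also: cells stimulated with NPY at EC10 then isoproterenol at EC100; 0% = low agonist plus stimulus and 100% = saturating agonist plus stimulus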
NCF1 inh = blocks human p47phox regulatory protein of NADPH oxidases | P14598 | p47phox/p22phox peptide binding, fluorescence polarization, 2 h | inhibition, % at 24.7 µM | 220,000 tested, 0.53% active | AID 1274;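 active = inhibition above about 30%, limit read from the data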;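 also: 0% = p47phox with labelled peptide and 100% = labelled peptide alone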
NPY Y1 blocker = blocks the human neuropeptide Y Y1 receptor. AID 1040. P25929. HEK293-CNG Y1 cells, membrane potential fluorescence; NPY at EC95, then isoproterenol. inhibition, % at 3.6 µM. 200,000 tested, 1% active;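 active = inhibition above the campaign mean inhibition of all tested compounds plus 3 SD, cut at about 20% in these data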;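 also: 0% = DMSO wells given NPY plus isoproterenol and 100% = isoproterenol alone without NPY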
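Material: HEK293 cells with Y1 receptor plus CNG channel; times: compound incubation 1 h at room temperature, readout 45 min post-stimulation; signal: fluorescence, membrane potential probe; read-out basis: fluorescence ratio normalized to % inhibition between controls; benchmarks: full-block control isoproterenol-only wells, zero-block control NPY plus isoproterenol wells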
S1P4 antag = human S1P4 receptor antagonism | 220,000 tested, 0.26% active | O95977 | inhibition, % at 4.98 µM | S1P4-expressing cells, antagonist mode, reporter read-out; in the data active = inhibition above about 29%;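 also: 0% = wells stimulated with agonist and 100% = vehicle wells without agonist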
Ba/F3 V617F tox = reduce viability of Ba/F3 cells dependent on JAK2V617F. Ba/F3 EpoR-JAK2V617F viability, ATP luminescence. inhibition, % at 5.6 µM. 220,000 tested, 1.1% active;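 active = inhibition above the campaign mean plus 3 SD over all tested compounds, cut at about 24% in these data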;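 also: cytokine-independent growth of Ba/F3 cells driven by EpoR plus mutant JAK2; 0% = DMSO-treated cells and 100% = JAK inhibitor I control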
NPY-Y2 PAM-ag = potentiates or activates human NPY-Y2 receptor | P49146 | activation, % at 3.6 µM | cells expressing NPY-Y2, potentiator/agonist read-out | 220,000 tested, 0.45% active; in the data active = activation above about 27%;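 also: cells stimulated with NPY near EC25 plus isoproterenol at EC100; 0% = vehicle plus submaximal agonist and 100% = vehicle plus saturating agonist; some results beyond the cut were filed as inactive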
Target sequence (P49146 whole entry, looked up): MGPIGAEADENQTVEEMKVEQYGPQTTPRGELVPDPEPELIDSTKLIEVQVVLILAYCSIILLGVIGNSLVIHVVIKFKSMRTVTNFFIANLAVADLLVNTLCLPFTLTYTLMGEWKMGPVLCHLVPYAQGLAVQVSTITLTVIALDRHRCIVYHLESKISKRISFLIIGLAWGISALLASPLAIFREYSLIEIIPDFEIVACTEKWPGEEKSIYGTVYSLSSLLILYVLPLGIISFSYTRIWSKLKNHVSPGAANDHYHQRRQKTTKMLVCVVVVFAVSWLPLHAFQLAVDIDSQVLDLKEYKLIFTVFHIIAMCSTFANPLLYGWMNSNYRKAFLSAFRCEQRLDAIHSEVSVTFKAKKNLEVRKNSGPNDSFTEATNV
Numbers without * were called inactive; . = no result given. Compounds were not picked by outcome. Share with any hit: about 7.1%.

Abbreviations: A = S1P4 ag; B = BaF3 tox; C = CHOP inh; D = NPY1 pot ag; E = NCF1 inh; F = NPY Y1 blocker; G = S1P4 antag; H = Ba/F3 V617F tox; I = NPY-Y2 PAM-ag
1	CC(=O)NS(=O)(=O)c1ccc(NC(=O)/C=C/c2ccccc2)cc1
  A: -1.6; B: 1; C: -1; D: 5; E: 5; F: -1; G: 8; H: -3; I: 5

2	CCOc1ccc(-c2nc(N)ncc2-c2ccccc2)c(O)c1
  A: 2.4; B: 2; C: 91*; D: -24; E: -7; F: 2; G: -14; H: -3; I: -5

3	CCCCCCSc1nc(O)c(C2OC(=O)c3c2ccc(OC)c3OC)c(=O)n1CC (centres undefined)
  A: -0.7; B: 0; C: 28; D: -25; E: -12; F: 10; G: -1; H: -4; I: -18

4	Cc1ccc2c(c1)c1ncnc(N3CCC4(CC3)OCCO4)c1n2C
  A: -1.1; B: 4; C: 1; D: 2; E: 4; F: 1; G: -8; H: -4; I: 4

5	Cc1cc(C(=O)N[C@H](c2ccccc2)[C@@]2(C)C[C@@H]2[C@@H](C)C(=O)Nc2ccc3ccccc3c2)n(C)n1
  A: 0.3; B: 5; C: 31; D: 10; E: -15; F: 4; G: 11; H: 3; I: 3

6	CCCS(=O)(=O)c1c(S(=O)(=O)CCC)c2cnccn2c1C(=O)c1ccc(F)cc1
  A: 1.3; B: 4; C: 9; D: 8; E: 6; F: -1; G: -20; H: 0; I: 8

7	CCc1nnc(NC(=O)CSc2nnc(-c3ccco3)o2)s1
  A: -0.9; B: 7; C: -7; D: 10; E: 6; F: 9; G: 2; H: 0; I: 1

8	COc1ccc(C(=O)N(CC2CCCO2)C(C(=O)NC2CCCC2)c2ccc(C)cc2)cc1OC (centres undefined)
  A: -1.2; B: 3; C: 65; D: -11; E: -4; F: 0; G: -32; H: 2; I: -1

9	Cc1ccc(C)c2[nH]c(=O)c(CCNC(=O)c3ccc(S(=O)(=O)N(C)C)cc3)cc12
  A: 0.1; B: 8; C: 15; D: 7; E: -3; F: 0; G: 12; H: 2; I: -5

10	COc1ccc(Br)cc1C(C[N+](=O)[O-])c1c(N)n(C)c(=O)n(C)c1=O (centres undefined)
  A: -1.1; B: 36*; C: 26; D: 7; E: -20; F: .; G: 10; H: 66*; I: 13

11	COc1ccc(NC(=O)C(CC(=O)O)Cc2ccc(C)cc2)cc1 (centres undefined)
  A: 0.5; B: 4; C: -7; D: -12; E: -8; F: 5; G: -11; H: -2; I: -5

12	CCOC(=O)c1c(C)[nH]c(C(=O)COC(=O)CSC)c1C
  A: -2.3; B: 3; C: 25; D: 7; E: -14; F: 2; G: -63; H: -2; I: -6

13	Cc1cc(N2CCC(C(=O)Nc3ccc(F)cc3)CC2)nc(-c2ccccc2)n1
  A: 0.0; B: 1; C: 17; D: -16; E: -4; F: -3; G: -9; H: -3; I: 7

14	O=C(CSc1nc2ccccc2[nH]1)Nc1ccc2c(c1)OCCO2
  A: 1.9; B: 2; C: -5; D: -41; E: -5; F: 2; G: -1; H: 1; I: -19

15	COc1ccc(CC(=O)NC(c2ccccc2)c2ccccc2)cc1S(=O)(=O)N1CCOCC1
  A: -1.1; B: 3; C: 30; D: 0; E: -1; F: 5; G: 6; H: -4; I: -5

Arranged by molecular weight (high to low): some entries from above.
Abbreviations: A = S1P4 ag; B = BaF3 tox; C = CHOP inh; D = NPY1 pot ag; E = NCF1 inh; F = NPY Y1 blocker; G = S1P4 antag; H = Ba/F3 V617F tox; I = NPY-Y2 PAM-ag
15	COc1ccc(CC(=O)NC(c2ccccc2)c2ccccc2)cc1S(=O)(=O)N1CCOCC1
  A: -1.1; B: 3; C: 30; D: 0; E: -1; F: 5; G: 6; H: -4; I: -5

9	Cc1ccc(C)c2[nH]c(=O)c(CCNC(=O)c3ccc(S(=O)(=O)N(C)C)cc3)cc12
  A: 0.1; B: 8; C: 15; D: 7; E: -3; F: 0; G: 12; H: 2; I: -5

12	CCOC(=O)c1c(C)[nH]c(C(=O)COC(=O)CSC)c1C
  A: -2.3; B: 3; C: 25; D: 7; E: -14; F: 2; G: -63; H: -2; I: -6

Going on with the list.
Abbreviations: A = S1P4 ag; B = BaF3 tox; C = CHOP inh; D = NPY1 pot ag; E = NCF1 inh; F = NPY Y1 blocker; G = S1P4 antag; H = Ba/F3 V617F tox; I = NPY-Y2 PAM-ag
16	Cc1cc(C)cc(C(=O)NCC(=O)OCC(=O)NCC(F)(F)F)c1
  A: -1.4; B: 1; C: 5; D: 4; E: 5; F: 2; G: -11; H: -5; I: 7

17	C=CCn1c(SCC(=O)Nc2c(C)n(C)n(-c3ccccc3)c2=O)nc2sc(C)c(C)c2c1=O
  A: 1.6; B: 9; C: 30; D: -13; E: -7; F: 4; G: 1; H: 2; I: -7

18	O=C1/C(=C\c2ccc(Br)o2)Cc2ccccc21
  A: -1.2; B: 2; C: 14; D: -22; E: -10; F: 25*; G: 3; H: -1; I: 14

19	COc1ccc(C(=O)CSc2nnc(-c3cccs3)n2-c2ccccc2)cc1
  A: 2.9; B: 5; C: 64; D: -9; E: 8; F: 0; G: 5; H: 0; I: -14

20	CCc1nnc(NC(=O)c2sc3nc4c(cc3c2N)CCCCCC4)s1
  A: 1.8; B: 7; C: 105*; D: 20; E: 30; F: 0; G: -11; H: -1; I: 11

21	c1ccc2c(CSCc3nc4ccccc4[nH]3)cccc2c1
  A: 0.7; B: 9; C: 29; D: -15; E: 5; F: 2; G: 6; H: 4; I: -7

22	Cc1cc(C)c2nc(C(F)(F)F)nc(NCCCN3CCCC3=O)c2c1
  A: 1.1; B: 3; C: 69; D: -2; E: -6; F: 2; G: -3; H: -3; I: -4

23	O=C(CNc1ccccc1F)N/N=C/C1CC=CCC1 (centres undefined)
  A: 0.3; B: 4; C: 11; D: -3; E: -1; F: 4; G: 1; H: 0; I: -10

24	COc1ccc(C2c3ccc4ccccc4c3Oc3ncn(CCN4CCOCC4)c(=N)c32)cc1OC (centres undefined)
  A: 1.5; B: -1; C: 27; D: -10; E: -23; F: .; G: 11; H: 1; I: 7

25	CCOC(=O)C1CCCN(c2c(NCCCN(CC)c3ccccc3)c(=O)c2=O)C1 (centres undefined)
  A: 1.3; B: -1; C: -7; D: 9; E: -1; F: 8; G: -6; H: 1; I: 4

26	Cc1onc(-c2ccccc2)c1C(=O)Nc1ccc(S(=O)(=O)NC2=NCCCCC2)cc1
  A: -2.1; B: 2; C: -3; D: 18; E: -14; F: -1; G: -18; H: -3; I: 4

27	COc1ccc(C2c3ccc(O)cc3Oc3ncn(CCN4CCOCC4)c(=N)c32)cc1 (centres undefined)
  A: -0.2; B: -2; C: 17; D: 19; E: -6; F: .; G: -16; H: 2; I: 1

28	CC(=O)Nc1cccc(N(C(=O)C2COc3ccccc3O2)C(C(=O)NC2CCCCC2)c2cn(C)nc2C)c1 (centres undefined)
  A: 2.1; B: 3; C: 16; D: -1; E: -2; F: -2; G: -12; H: 0; I: 3

29	Cc1ccc(/C=N/N2CCN(C3c4ccccc4-c4ccccc43)CC2)s1
  A: 4.4; B: 4; C: -1; D: -16; E: -12; F: 4; G: -18; H: -5; I: -2

30	CCOC(=O)C1CCCN(S(=O)(=O)c2cc(Br)cc3c2N(C(=O)C2CC2)CC3)C1 (centres undefined)
  A: -0.7; B: 9; C: 14; D: -13; E: -12; F: 8; G: -10; H: 3; I: -2

31	O=c1cc(-c2ccco2)nc(-c2cccs2)o1
  A: 1.9; B: 2; C: -3; D: 2; E: -4; F: -5; G: -3; H: -2; I: 3

32	COC(=O)c1ccccc1S(=O)c1snnc1C (centres undefined)
  A: -0.5; B: 7; C: 11; D: 8; E: -8; F: 3; G: -9; H: 4; I: -5

33	Clc1ncccc1-c1nc2ccccc2n1Cc1ccccc1
  A: 1.7; B: 3; C: 4; D: 19; E: 1; F: 4; G: -6; H: -2; I: 0

34	O=S(=O)(N/N=C/c1ccccc1OCc1ccc(Cl)cc1)c1ccccc1
  A: 0.5; B: 2; C: 44; D: -17; E: -2; F: -4; G: -14; H: -5; I: -19

35	O=C1CC(c2ccccc2)CCc2sccc2N1 (centres undefined)
  A: -5.1; B: 1; C: 30; D: 12; E: 6; F: -1; G: 5; H: -4; I: 12

36	Cn1c(=O)c(C(=O)CN2CC(=O)Nc3ccccc32)c(N)n(Cc2ccccc2)c1=O
  A: 1.4; B: 1; C: -12; D: 21; E: -12; F: 0; G: -5; H: -5; I: 5

37	Cc1ccc(-n2c(SCC(=O)N3CCCc4ccccc43)nnc2-c2cccnc2)c(C)c1
  A: -0.1; B: 6; C: 15; D: -19; E: -16; F: -1; G: 2; H: 1; I: -6

38	O=C(COC(=O)c1cccs1)NCc1ccc2c(c1)OCO2
  A: 1.3; B: 2; C: 45; D: -3; E: -7; F: 7; G: -16; H: -1; I: -5

39	Cn1nnc2c(sc3nc(N4CCOCC4)c4c(c32)CCCC4)c1=O
  A: -0.2; B: 2; C: 40; D: -6; E: -12; F: 5; G: -13; H: -3; I: 23

40	COc1cccc(S(=O)(=O)NCc2ccc(C(=O)Nc3ccc(Cl)c(Cl)c3)cc2)c1
  A: -1.9; B: 0; C: 9; D: 44*; E: -22; F: -12; G: 6; H: -4; I: 23

41	O=C(Nc1sc2c(c1C(=O)O)CCCC2)c1cccs1
  A: 1.6; B: 1; C: -7; D: -18; E: -19; F: 4; G: -4; H: -2; I: 4

42	C=CCN(CC(=O)NCc1ccc(F)cc1)C(=O)c1csnn1
  A: 1.2; B: 1; C: 23; D: 2; E: 2; F: 3; G: 5; H: -3; I: -1

43	COc1cc(C2C(C#N)=C(N)Oc3cc4c(cc32)OCO4)cc(OC)c1OC (centres undefined)
  A: -4.2; B: 89*; C: -90; D: -1; E: -9; F: 22*; G: 18; H: 93*; I: -26

44	CC(C)(C)C(=O)CN1C2=NCCN2c2ccccc21
  A: -1.4; B: 5; C: 3; D: -1; E: -12; F: 7; G: 5; H: 1; I: -15

45	Nc1ccc2nn(-c3cccc4ccccc34)nc2c1
  A: -1.6; B: 7; C: 25; D: 5; E: -4; F: -4; G: 3; H: 2; I: 7

46	S=C(c1ccc[nH]1)N1CCOCC1
  A: 1.5; B: 5; C: -28; D: -14; E: 6; F: -1; G: -14; H: 6; I: -14

47	Cc1ccc(C)c(N2CCN(C(=O)C3CCN(c4nc(C)cc(C)n4)CC3)CC2)c1
  A: -0.3; B: 3; C: 88*; D: -4; E: -4; F: 4; G: -3; H: 1; I: -2

48	Cc1ccc2nc(-c3cccc(N)c3)oc2c1
  A: -1.2; B: 8; C: 44; D: -11; E: -22; F: 3; G: -6; H: 4; I: -2

49	COc1ccc(Cn2c(SC)nc3ccccc32)cc1[N+](=O)[O-]
  A: 2.0; B: 8; C: -2; D: -8; E: -6; F: 6; G: -4; H: 1; I: -28

50	CCCCc1c(O)c2ccccc2[nH]c1=O
  A: 0.3; B: 1; C: .; D: -14; E: .; F: -3; G: -9; H: 0; I: -18

51	O=S(=O)(/N=C(/Nc1ccccn1)c1ccccc1)c1ccccc1
  A: 0.5; B: 5; C: -3; D: 15; E: -7; F: 1; G: -10; H: 0; I: 1

52	NS(=O)(=O)c1ccc(NC(=O)c2ccccc2Cl)cc1
  A: -0.9; B: 2; C: 1; D: 8; E: -13; F: 0; G: 6; H: 1; I: -3
